MsrA inhibitor: inhibits bovine methionine sulfoxide reductase A; purified bovine MsrA, absorbance read-out; inhibition, % at 15.5 µM; 360,000 compounds, 0.75% hits; AID 651718; in the data active = inhibition above about 4.5%;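 also: 0% = vehicle wells with enzyme and 100% = reference inhibitor wells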
Scp1 inh: inhibitors of human Scp-1 phosphatase | Q9GZU7 | inhibition, % at 20 µM | Recombinant Scp1, phosphopeptide, malachite green phosphate absorbance | 340,000 compounds, 0.88% hits;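 active = inhibition above about 50% at 20 µM, limit read from the data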;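 also: plate controls were DMSO wells with enzyme for no effect and wells lacking enzyme for full effect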
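Incubation: 45 min enzyme reaction at room temperature / System: truncated SCP-1 phosphatase (76-261aa) / Reagent: Phospho 17-mer peptide substrate / Buffer or medium: Acidic Tris acetate buffer with magnesium and detergent / Signal: absorbance at 630 nm / Doses: one concentration, 20 µM, with 1.0% DMSO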
STEP block: blocks human striatal-enriched tyrosine phosphatase; 360,000 compounds, 0.25% hits; inhibition, % at 20 µM; P54829; recombinant STEP, OMFP fluorogenic substrate, fluorescence;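 active = inhibition at 20 µM, scaled per plate between control wells, above about 37%, limit read from the data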;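 also: 0% = DMSO with enzyme and substrate and 100% = substrate only without enzyme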
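Assay system: isolated STEP enzyme / Timing: 20 min at room temperature, dark / Doses: 20 µM, 1% DMSO / Technique: fluorescence intensity, excitation 480 nm, emission 540 nm / Reagent: fluorogenic phosphatase substrate OMFP at 25 µM final / Measure: percent inhibition scaled to no-enzyme and uninhibited-enzyme controls, plate-pattern corrected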
CSN inh: inhibitors of human CSN-mediated cullin deneddylation; Purified CSN, SCF-Nedd8-OG deneddylation, fluorescence polarization; 360,000 compounds, 0.38% hits; inhibition, % at 12.5 µM; AID 651999; Q92905;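 active = pattern-corrected inhibition above about 35%, with an unprinted fluorescence ratio check between 0.5 and 1.5, limit read from the data, passing the limit was not always enough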;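 also: 0% = enzyme with substrate and 100% = substrate without enzyme; some results filed as inactive read as strong as hits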
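Schedule: reaction 90 min, room temperature / Assay system: HEK293T-derived human Csn5 enzyme / Input: Csn5 at 0.24 nM final / Measure: inhibition of Csn5 cleavage, % / Control set: substrate-only high control, full reaction low control / Technique: fluorescence polarization of the substrate / Buffer or medium: Tris/NaCl/DTT buffer, pH 7.5 / Reagent: SCFSkp2-Nedd8OG substrate at 10 nM final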
Tb MetRS inh: blocks T. brucei methionyl-tRNA synthetase activity; purified T. brucei MetRS, ATP depletion, Kinase-Glo luminescence; inhibition, % at 11.9 µM; 360,000 compounds, 0.4% hits; AID 624268;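 active = inhibition above a per-plate cutoff of the control wells' mean inhibition plus 3 SD, cut at about 5.5% in these data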;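 also: 0% = DMSO wells median and 100% = median of wells with control inhibitor compound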
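Material – parasite MetRS enzyme · Medium – HEPES-MgCl2-KCl buffer plus DTT, spermine, BSA, pyrophosphatase · Reagent – ATP, methionine and E. coli bulk tRNA substrates · Times – 15 min enzyme-compound preincubation, 2 h reaction, 10 min detection, 25 °C · Measured by – luminescence of leftover ATP · Evaluation – percent inhibition relative to median high and low control wells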
DNMT1 block: blocks human DNA methyltransferase DNMT1; DNMT1 molecular beacon, Hinp1I cleavage, fluorescence; inhibition (reported as % activation of signal), % at 10 µM; 360,000 compounds, 0.83% hits; AID 588458; P26358; in the data active = inhibition above about 50%
Target sequence (P26358 504-1616 limits assumed): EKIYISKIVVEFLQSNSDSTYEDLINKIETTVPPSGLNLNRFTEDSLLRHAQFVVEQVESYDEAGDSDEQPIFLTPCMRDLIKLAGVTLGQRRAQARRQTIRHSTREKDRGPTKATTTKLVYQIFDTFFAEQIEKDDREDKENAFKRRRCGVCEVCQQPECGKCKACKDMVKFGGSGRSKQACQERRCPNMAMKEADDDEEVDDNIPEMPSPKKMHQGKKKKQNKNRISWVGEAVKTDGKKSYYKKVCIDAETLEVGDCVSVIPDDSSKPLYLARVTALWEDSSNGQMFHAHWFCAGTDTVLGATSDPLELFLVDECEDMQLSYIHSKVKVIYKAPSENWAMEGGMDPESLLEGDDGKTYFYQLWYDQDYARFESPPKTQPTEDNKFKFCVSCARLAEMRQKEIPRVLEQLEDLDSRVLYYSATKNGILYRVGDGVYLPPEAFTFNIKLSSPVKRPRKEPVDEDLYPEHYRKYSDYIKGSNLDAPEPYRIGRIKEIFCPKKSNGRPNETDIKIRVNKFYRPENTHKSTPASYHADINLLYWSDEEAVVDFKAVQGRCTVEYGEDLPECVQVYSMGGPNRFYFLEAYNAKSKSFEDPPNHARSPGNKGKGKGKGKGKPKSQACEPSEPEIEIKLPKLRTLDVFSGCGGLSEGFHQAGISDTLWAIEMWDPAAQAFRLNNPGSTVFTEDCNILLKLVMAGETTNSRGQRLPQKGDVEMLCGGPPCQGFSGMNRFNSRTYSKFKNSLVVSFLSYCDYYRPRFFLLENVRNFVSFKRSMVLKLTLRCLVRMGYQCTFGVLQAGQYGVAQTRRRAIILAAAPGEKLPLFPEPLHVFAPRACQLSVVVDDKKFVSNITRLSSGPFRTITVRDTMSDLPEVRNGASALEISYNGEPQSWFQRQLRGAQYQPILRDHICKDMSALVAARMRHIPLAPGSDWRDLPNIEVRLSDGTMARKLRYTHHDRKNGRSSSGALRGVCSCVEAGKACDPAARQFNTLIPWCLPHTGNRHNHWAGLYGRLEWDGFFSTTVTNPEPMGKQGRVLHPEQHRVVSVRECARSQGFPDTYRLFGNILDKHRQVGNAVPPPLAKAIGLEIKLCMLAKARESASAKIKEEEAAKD
LMPTP block: LMPTP (human) inhibition. P24666. recombinant LMPTP-A, OMFP fluorogenic substrate, fluorescence intensity. inhibition, % at 20 µM. 360,000 compounds, 0.22% hits;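 active = compounds that cut the enzyme signal by at least half of the control window in the single-dose screen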;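 also: plate controls were DMSO wells with enzyme plus substrate for no effect and substrate without enzyme for full effect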
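material = LMPTP-A | quantity = 0.625 nM enzyme | reagent = OMFP substrate, 400 µM final | buffer or medium = Bis-Tris pH 6.0, DTT, detergent | detection = endpoint fluorescence intensity from OMFP dephosphorylation | dosing = single 20 µM dose | read-out basis = % inhibition relative to no-enzyme and uninhibited control wells | control set = no-enzyme and uninhibited controls | timing = 50 min at room temperature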
SUMO1 PPI mod: alters human SUMO1 binding to SIM partners | inhibition, % at 20 µM | 360,000 compounds, 0.33% hits | AID 602429 | SUMO1 binding to a labelled peptide, TR-FRET, 1 h; in the data active = inhibition above about 37%
Rpn11 block: inhibitors of human proteasome Rpn11; human 26S proteasome, Ub4-pepOG fluorescence polarization; 20S core pre-blocked with epoxomicin; calls only at 20 µM; 360,000 compounds, 0.59% hits;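 active = inhibition at 20 µM, scaled to each plate's controls, above about 33%, limit read from the data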
NadD block: NadD (S. aureus) enzyme inhibition | inhibition, % at 20 µM | 360,000 compounds, 0.78% hits | AID 602399 | purified NadD enzyme, colorimetric absorbance read-out; in the data active = inhibition above about 26%; also: some compounds past the cut are filed as inactive
* = called active by the depositor; i = inactive; x = no result given; + = active, no number.

SMILES | MsrA inhibitor | Scp1 inh | STEP block | CSN inh | Tb MetRS inh | DNMT1 block | LMPTP block | SUMO1 PPI mod | Rpn11 block | NadD block
CC(=O)Nc1cccc2c1C(=O)N(c1cccc(OC(C)=O)c1)C2=O | -0.5 | -0.8 | -1.2 | -3.2 | -0.1 | -3.8 | 0.6 | -8.3 | i | -6.6
COC(=O)c1c(-c2ccc(N(C)C)cc2)oc2c1C(OC)CCC2 (centres undefined) | 1.9 | x | x | 0.8 | -0.6 | x | -0.9 | -4.4 | x | -2.1
CCN(CC)S(=O)(=O)c1ccc2c(c1)N(CC(=O)N1CCCC1)C(=O)CO2 | 0.3 | 7.5 | -2.8 | 0.1 | -1.4 | -8.1 | -8.2 | -16.8 | i | 2.7
CCn1c(Cn2nnc(-c3ccccc3)n2)nnc1SCC(=O)N1CCOCC1 | -0.5 | 2.3 | 0.0 | 0.1 | -1.7 | 5.2 | -3.5 | 3.4 | i | 1.4
N#CCC(=O)N1CCCCCC1 | 0.2 | -10.3 | -5.8 | 4.4 | -0.7 | 3.3 | -1.9 | 0.0 | i | -1.1
C/C(=N\Nc1ccccc1C(=O)O)c1ccncc1 | 1.2 | -2.8 | 1.3 | 2.9 | -1.9 | 4.1 | 0.4 | -7.1 | i | 0.3
C/C=C/c1ccc(OCCN2CCc3ccccc3C2)c(OC)c1 | -1.0 | 2.6 | 2.2 | -6.9 | -0.4 | -2.2 | 0.4 | 0.5 | i | -4.4
O=C1C(=O)N(CCCc2ccccc2)c2ccccc21 | x | -3.5 | 0.5 | 6.4 | -0.2 | 12.0 | 0.4 | -30.1 | i | 2.1
Cc1nc(C(=O)O)sc1C1(C)CC(c2cccc([N+](=O)[O-])c2)=NO1 (centres undefined) | -0.1 | -3.0 | -1.9 | 13.3 | -0.2 | -1.2 | 0.7 | -21.4 | i | 1.3
O=C(Nc1ccc(S(=O)(=O)NCc2ccco2)cc1)c1cccc(F)c1 | -0.4 | 33.5 | 8.2 | 6.2 | -0.7 | 83.5* | 1.4 | 4.9 | i | -5.5
COc1ccc(-c2cc(C(=O)NN)n(-c3ccccc3)n2)cc1 | -0.1 | 2.6 | -0.7 | -7.7 | -1.0 | -7.8 | -1.1 | 4.2 | i | 4.4
CSc1ccc(C(=O)/C=C/c2ccc(N)cc2)cc1 | 3.4 | -5.3 | -0.2 | -9.4 | -0.7 | -4.5 | 1.3 | -15.1 | i | -6.3
COc1ccccc1N1CCN(C2CCCN(S(=O)(=O)c3ccc(C)cc3)C2)CC1 (centres undefined) | 0.5 | 0.3 | 0.6 | -5.4 | -0.6 | 1.0 | 2.2 | 5.3 | i | -5.8
Cc1cc(C)c[n+](CC(=O)c2ccc(NC(=O)c3ccccc3)cc2)c1 | 2.1 | -8.3 | -3.4 | -7.2 | -0.6 | 0.2 | 0.2 | -2.2 | i | -9.6
COc1ccc(C(=O)Nc2ccc3nc(N4CCOCC4)sc3c2)cc1OC | 0.6 | -5.7 | -1.5 | -1.0 | -0.2 | -0.7 | -0.6 | 7.6 | i | -4.4
CCc1cc(-c2ccc3c(c2)COc2c4ccccc4nn2-3)on1 | 0.0 | -4.4 | 0.7 | 0.5 | -0.6 | 21.8 | 0.0 | -0.7 | i | 1.1
O=C(Nc1ccccc1)c1cnc2ccccc2n1 | 0.1 | -6.5 | -1.4 | 7.3 | 0.2 | -2.4 | -0.2 | 28.9 | + | 2.5
COc1ccc2c(c1)c(=O)oc1c(C)c(OCc3cc(C(=O)O)oc3C)ccc12 | -1.1 | 92.5* | 5.9 | 18.1 | -1.3 | 19.9 | 3.8 | 26.0 | i | 15.8
O=C(CCCNC(=O)c1ccc(Cl)cc1)Nc1ccc(F)c(S(=O)(=O)N2CCOCC2)c1 | -0.9 | -0.7 | 1.1 | 2.6 | -0.1 | -1.9 | 1.3 | 0.6 | i | -3.6
CC1(C(=O)Nc2cccc3cccnc23)CCN1Cc1ccccc1OC(F)F (centres undefined) | 1.1 | x | 4.5 | -1.7 | -0.4 | -6.6 | 5.1 | -2.2 | i | 1.5
COc1ccc(S(=O)(=O)N/N=C\c2ccc3c(c2)OCO3)c(OC)c1 | 0.1 | 0.9 | 3.0 | -0.7 | -0.3 | 1.1 | -0.9 | -11.5 | i | -0.8
Cc1cc(C)c(C)c(S(=O)(=O)N2CCCCC2C(=O)O)c1C (centres undefined) | 0.0 | -4.5 | -1.9 | 3.8 | 0.4 | -1.4 | 1.3 | 2.1 | i | -2.8
O=C(CC1SC(N2CCCC2)=NC1=O)Nc1ccc(C(=O)N2CCN(c3cccc(Cl)c3)CC2)cc1 (centres undefined) | 0.5 | -0.8 | 3.7 | -0.5 | -0.2 | -5.4 | 0.5 | 4.6 | i | 6.3
O=C(COC(=O)COc1ccc(Cl)cc1)NC1CC1 | -0.5 | -7.6 | 1.0 | 1.2 | 0.2 | 1.3 | -1.1 | 3.2 | i | -5.0
CC(=O)c1cccc(NC(=O)CCCNC(=O)c2ccc(Cl)cc2)c1 | 1.0 | -4.7 | -0.9 | 1.7 | 0.3 | 0.3 | -0.6 | -5.2 | i | -6.3
CN(C(=O)COc1ccccc1)c1nnc(-c2ccncc2)s1 | -0.2 | -6.1 | -4.7 | 1.8 | -0.1 | -0.2 | -0.3 | -0.5 | i | 0.4
CCOC(=O)C(=CNc1ccc(C)cc1C)C(=O)OCC | 0.3 | -6.1 | 0.3 | -0.8 | -0.7 | -2.0 | 0.4 | 2.7 | i | -3.7
CN1CCN(C(=O)c2cc3ccccc3oc2=O)CC1 | 0.8 | -6.1 | -2.8 | 3.1 | 0.6 | 4.3 | -0.5 | -2.2 | i | 6.2
Clc1ccccc1C1Nc2cccc3cccc(c23)N1 | -0.7 | 6.4 | 4.9 | -3.6 | 0.1 | -15.6 | 5.8 | 2.6 | i | 28.6
O=C(Nc1ccc(N2CCOCC2)cc1)c1cccc(S(=O)(=O)N2CCOCC2)c1 | 1.0 | -6.5 | 0.5 | -3.8 | 0.0 | -3.0 | -0.2 | -1.6 | i | -8.3
CN(C)C(=O)c1cn(-c2ccc(Cl)cc2)c(=O)c2ccccc12 | 2.6 | -9.9 | 3.3 | -5.5 | 0.4 | 0.7 | -0.3 | 0.1 | i | -1.3
COc1ccccc1N1CCN(C(=O)CCSCc2ccccc2F)CC1 | 1.4 | -11.6 | -2.7 | -8.9 | -1.4 | 5.6 | -1.2 | 4.4 | i | -1.6
Cc1ccc(CNCC(O)(c2ccccc2)c2ccccc2)cc1 | 1.5 | 2.0 | 1.4 | 6.1 | -0.5 | 3.3 | -1.1 | 1.3 | i | -6.6
CN(C(=O)CC1C(=O)NCCN1Cc1ccccc1C(F)(F)F)C1CCOCC1 (centres undefined) | -0.6 | -3.1 | 1.8 | 1.6 | -0.3 | -1.3 | -0.5 | 2.8 | i | -1.7
Cc1ccc(OCC(=O)Nc2ccc3c(c2)OCO3)c([N+](=O)[O-])n1 | 0.7 | -7.8 | 2.2 | -1.4 | -0.3 | 4.8 | -0.6 | -17.0 | i | -2.2
CCNC(=S)N/N=C(\C)c1ccc(Cl)s1 | 3.2 | -3.9 | 1.6 | 3.1 | 0.8 | -1.8 | 0.6 | -7.5 | i | -2.5
O=C1CSC(c2ccccn2)N1c1ccc(Br)cc1 (centres undefined) | 0.7 | 2.6 | 1.1 | -8.2 | -1.0 | 1.2 | -0.5 | 1.1 | i | -4.0
COc1cccc(C(C#N)NCCCNC(C#N)c2cccc(OC)c2OC)c1OC (centres undefined) | -0.7 | -4.7 | 1.6 | -2.0 | 0.3 | -3.9 | -6.8 | -14.6 | i | 2.3
C=CCn1c(CSc2nc3ccccc3s2)nnc1SCC(=O)NCc1ccco1 | -0.3 | 21.0 | 0.1 | -3.4 | -0.1 | 16.7 | 1.4 | 6.9 | i | 2.9
CC1(C)Cc2c(c(-c3ccccc3)nc(N3CCCC3)c2C(N)=O)CO1 | 1.8 | -4.7 | -3.6 | -1.1 | -0.2 | 0.0 | 0.7 | -2.1 | i | 0.5
Cc1ccc(NC(=O)Nc2ccc3c(c2)N(C)C(=O)CS3)nc1 | -0.6 | -4.0 | -1.6 | 6.6 | -1.4 | -1.7 | 0.2 | 6.0 | i | 3.3
Fc1cccc(CCN2CCN=C2Nc2ccccc2)c1 | -1.0 | 0.8 | -2.6 | 2.3 | -0.3 | 7.7 | -1.7 | 3.2 | i | -3.5
COc1ccc(Cl)cc1Cn1c(C)c(C(=O)NCc2cccc(C(F)(F)F)c2)sc1=O | 0.4 | x | 0.4 | -6.4 | -0.8 | -9.3 | 5.2 | 4.8 | i | -4.0
COc1cccc(C(CC(=O)Nc2cccc3ccccc23)NC(=O)c2ccccc2)c1 (centres undefined) | 0.7 | -5.6 | 2.3 | -0.6 | 0.0 | 3.9 | 0.3 | 0.0 | i | 6.6
Cc1ccc(C)c(NC(=O)C(OC(=O)c2cc[n+]([O-])cc2)c2ccccc2)c1 (centres undefined) | -1.0 | -5.7 | 2.6 | -0.4 | -0.1 | -7.8 | -2.1 | -13.2 | i | 4.5
COc1cc(OC)c(OC)cc1CN1CCCC(C(=O)c2ccc3c(c2)OCO3)C1 (centres undefined) | -0.3 | -1.1 | 0.4 | -3.4 | -0.7 | -0.6 | -0.2 | 1.3 | i | -4.0
COc1ccc(OC)c(NC(=O)CSc2nc(=O)n(Cc3ccccn3)c3c2CCC3)c1 | 1.2 | 1.0 | 3.2 | -2.0 | -0.5 | 0.0 | 2.9 | -1.6 | i | -1.7
Cc1ccc(-n2ncc3c(=O)[nH]c(SCC(=O)N4CCN(c5ccccc5)CC4)nc32)cc1 | 1.9 | 3.2 | -2.1 | 2.1 | -0.9 | 7.5 | -0.7 | 1.0 | i | 16.2

Ordered by molecular weight (lowest first): some entries from above
SMILES | MsrA inhibitor | Scp1 inh | STEP block | CSN inh | Tb MetRS inh | DNMT1 block | LMPTP block | SUMO1 PPI mod | Rpn11 block | NadD block
CN1CCN(C(=O)c2cc3ccccc3oc2=O)CC1 | 0.8 | -6.1 | -2.8 | 3.1 | 0.6 | 4.3 | -0.5 | -2.2 | i | 6.2
Clc1ccccc1C1Nc2cccc3cccc(c23)N1 | -0.7 | 6.4 | 4.9 | -3.6 | 0.1 | -15.6 | 5.8 | 2.6 | i | 28.6
Fc1cccc(CCN2CCN=C2Nc2ccccc2)c1 | -1.0 | 0.8 | -2.6 | 2.3 | -0.3 | 7.7 | -1.7 | 3.2 | i | -3.5

Compound activity as filed in PubChem BioAssay.
